# FBA Mtb inh: Mtb fructose-bisphosphate aldolase inhibition; P9WQA3; purified M. tuberculosis FBA, fluorescence read-out; inhibition, % at 1 µM; 360,000 compounds, 2.3% hits; AID 588726; in the data active = inhibition above about 27%;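 note: 0% = vehicle and 100% = reference inhibitor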
# DUSP3 inh: inhibitors of human VHR1 phosphatase (DUSP3); P51452; recombinant VHR phosphatase, pNPP absorbance; inhibition, % at 13.3 µM; 290,000 compounds, 0.52% hits; AID 1654; in the data active = inhibition above about 50%; note: some compounds called inactive have numbers as strong as hits
# Target sequence (P51452 whole entry, looked up): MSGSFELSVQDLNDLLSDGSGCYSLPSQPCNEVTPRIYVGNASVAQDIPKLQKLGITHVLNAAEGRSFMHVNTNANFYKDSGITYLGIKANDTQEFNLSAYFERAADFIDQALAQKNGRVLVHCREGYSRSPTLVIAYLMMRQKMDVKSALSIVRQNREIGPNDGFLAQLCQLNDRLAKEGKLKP
# Mtb BioA inh: blocks M. tuberculosis BioA enzyme activity; purified M. tuberculosis BioA enzyme, plate reader; inhibition, % at 9.99 µM; 360,000 compounds, 0.096% hits; AID 602481; in the data active = inhibition above about 40%
# SARS 3CLpro inh: SARS-CoV 3CLpro protease inhibition; 290,000 compounds, 0.14% hits; inhibition, % at 6 µM; P0C6X7; AID 1706; recombinant SARS-CoV 3CLpro, quenched FRET peptide cleavage; in the data active = inhibition above about 12%
# SSB-PriA inh: blocks PriA binding to SSB C-terminal tail | AlphaScreen SSBct-PriA binding, biotinylated peptide | 430,000 compounds, 0.6% hits | inhibition, % at 33 µM; in the data active = inhibition mostly above about 37%, no sharp cut-off; inactive = mostly below about 20%;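 note: plate controls were negative control peptide for no effect and reference peptide for full effect; strong numbers were not always called active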
# Vc quorum ag: quorum light induction in luxS cqsA deficient V. cholerae; V. cholerae BH1578 lux reporter, luminescence, 6 h; activation, % at 18.7 µM; 350,000 compounds, 0.16% hits; AID 588436; in the data active = activation mostly above about 9.7%, no sharp cut-off; note: not every result past the cut was called active; inactives centre near 0; reference of the scale not given here
# GDH-TPI inh: inhibits GDH-TPI coupling enzymes, artifact for Mtb FBA screen; AID 588335; inhibition, % at 4.8 µM; 360,000 compounds, 1.2% hits; GDH-TPI coupled enzyme counterscreen, NADH absorbance; in the data active = inhibition above about 30%;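 note: 0% = DMSO wells and 100% = wells lacking the enzyme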
# UGM FP inh: blocks M. tuberculosis UGM enzyme. P9WIQ1. purified UGM, fluorescence polarization probe displacement. inhibition, % at 10 µM. 320,000 compounds, 0.06% hits; in the data active = inhibition above about 10%, passing the limit was not always enough
# Target sequence (P9WIQ1 whole entry, looked up): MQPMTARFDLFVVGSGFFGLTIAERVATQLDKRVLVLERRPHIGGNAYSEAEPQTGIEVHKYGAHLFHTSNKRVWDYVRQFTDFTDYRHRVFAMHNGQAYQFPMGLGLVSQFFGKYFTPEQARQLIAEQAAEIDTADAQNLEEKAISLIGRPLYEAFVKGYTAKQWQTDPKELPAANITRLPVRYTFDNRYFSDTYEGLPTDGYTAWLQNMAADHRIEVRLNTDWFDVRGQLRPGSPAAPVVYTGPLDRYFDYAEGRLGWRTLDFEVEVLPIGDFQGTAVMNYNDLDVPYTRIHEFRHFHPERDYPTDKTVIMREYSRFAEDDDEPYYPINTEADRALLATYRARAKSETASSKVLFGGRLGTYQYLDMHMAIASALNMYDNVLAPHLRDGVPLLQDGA
# MazF activator: activators of E. coli MazEF toxin-antitoxin RNase; AID 504720; 350,000 compounds, 0.32% hits; activation, % at 20 µM; FAM/BHQ RNA-DNA oligo cleavage fluorescence, 5 h; P0AE70; in the data active = activation above about 50%
# Rv3671c protease: inhibitors of M. tuberculosis serine protease Rv3671c; inhibition, % at 5.96 µM; P9WHR9; AID 2606; 320,000 compounds, 0.048% hits; in the data active = inhibition above about 38%;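 note: extracellular domain of Rv3671c used as enzyme; 0% = enzyme with DMSO and 100% = no enzyme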
# Target sequence (P9WHR9 whole entry, looked up, the tested form may be a part): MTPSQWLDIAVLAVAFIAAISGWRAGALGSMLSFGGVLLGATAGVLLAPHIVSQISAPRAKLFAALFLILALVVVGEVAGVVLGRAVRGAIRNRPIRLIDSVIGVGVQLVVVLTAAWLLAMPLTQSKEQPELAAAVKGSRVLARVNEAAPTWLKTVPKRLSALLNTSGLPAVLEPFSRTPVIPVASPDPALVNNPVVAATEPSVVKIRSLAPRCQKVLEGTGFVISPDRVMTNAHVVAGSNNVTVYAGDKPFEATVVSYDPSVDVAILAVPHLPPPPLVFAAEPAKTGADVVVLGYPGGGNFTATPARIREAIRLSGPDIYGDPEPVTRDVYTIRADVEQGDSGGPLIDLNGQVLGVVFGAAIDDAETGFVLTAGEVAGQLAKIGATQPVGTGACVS
# Numbers without * were called inactive; i = inactive; / = no result given; + = active, no number; & = joins results of further samples. A portion of the library; the hit share may differ from the screen's.
SMILES,FBA Mtb inh,DUSP3 inh,Mtb BioA inh,SARS 3CLpro inh,SSB-PriA inh,Vc quorum ag,GDH-TPI inh,UGM FP inh,MazF activator,Rv3671c protease
Cc1nnc(SCc2cc(=O)n3[nH]cnc3n2)s1,0,5,-0.5,-1,-18,i,-5,-2.1,-2,5
Cc1ccc(-n2c(Cc3cccn3C)nnc2SCC(N)=O)cc1,1,10,4.1,-5,11,i,1,2.6,8,0
O=C1c2ccccc2-c2nc3ccccc3n21,4&2,35,/,-3&0,9,-0.5,-3&9,-2.3&-0.4,3&20,9&-6
COc1ccc(CCn2c(C)cc(C(=O)CSc3nnnn3C)c2C)cc1,-1,-2,/,-9,6,0.5,2,1.6,-2,-3
O=C(Nc1cccc(S(=O)(=O)N2CCCC2)c1)c1cncc(Br)c1,4,/,-0.3,/,-1,i,2,1.2,4,-5
CCOC(=O)N1CCC(NC(=O)C2=CCN(S(=O)(=O)c3ccc(F)cc3)CC2)CC1,1,10,-1.3,0,-13,i,8,1.3,5,-5
COc1ccccc1NC(=S)NC(=O)C(C)C,4,3,0.4,-1,-5,-7.1,9,2.8,5,4
C[C@H](CO)N1C[C@H](C)[C@H](CN(C)S(=O)(=O)c2ccc3c(c2)OCCCO3)OCc2cnnn2CCCC1=O,-1,/,-2.7&-0.5,/,/,i,-1,/,2,/
COc1cc2[nH]cc(C(=O)NCCc3ccccc3)c(=O)c2cc1OC,6,-18,0.8,-4,6,i,10,-1.0,-5,-15
CN(C)S(=O)(=O)c1ccc2c(c1)C(=NO)c1cc(S(=O)(=O)N(C)C)ccc1-2,1,11,1.5,2,1,-1.2,14,0.0,-6,-13
CC(=O)Nc1cccc(NC(=O)c2cc(Cl)ccc2Cl)c1,0,8,0.8,-1,-16,-0.2,-2,0.9,-1,-1
COc1ccccc1NC(=O)CCCc1nc(-c2ccc(OC)c(OC)c2)no1,2,12,0.3,0,-19,-0.6,4,2.3,-7,1
CCC(=O)Nc1nnc(SCC(=O)NC2CCCC2)s1,0,25,-1.0,1,-20,-4.5,7,-0.2,-5,12
CC12CCC(O)CC1CCC1C2CCC2(C)C(C(=O)CC(O)C(F)(F)F)CCC12 (centres undefined),3,/,/,/,-25,i,9,/,12,/
CC1CCCCC12NC(=O)N(CC(=O)N1CCN(S(=O)(=O)c3cccs3)CC1)C2=O (centres undefined),-1,/,-1.9,/,-3,i,-3,/,3,/
COc1ccc2c(c1)nc(CN1CCN(CCO)CC1)n2C,0,19,-0.7,-1,-6,2.3,4,0.2,5,-5
CC(NC(=O)C(C)(C)C)C(c1cccs1)N1CCOCC1 (centres undefined),2,-3,-1.4,2,-9,i,-6,-1.9,9,-4
Cc1ccc(C2C(C#N)=C(N)SC(N)=C2C#N)cc1,1,30,13,2,1,-0.3,7,/,-494,/
OCC[C@H]1C[C@@H](O)[C@H](O)[C@]2(OCc3ccccc32)O1,1,/,0.4,/,-4,-3.7,-7,1.3,7,7
COc1ccc([N+](=O)[O-])cc1NC(=O)c1ccc(N(Cc2ccccc2C)S(C)(=O)=O)cc1,1,33,/,-2,11,-0.2,12,0.1,-6,-17
CC(OC(=O)C1=COCCO1)C(=O)Nc1cc(S(=O)(=O)N2CCCCC2)ccc1Cl (centres undefined),-1,27,1.1,3,-7,0.2,4,0.0,5,11
CCc1ccccc1NC(=O)C1CCN(S(=O)(=O)c2ccc3c(c2)N(C(C)=O)CCO3)CC1,2,6,-1.4,2,-13,-0.3,7,1.6,6,2
Cc1ccc(-n2c(C)nc3c(cnn3-c3ccc(C)c(C)c3)c2=O)cc1C,0,-10,0.0,-2,-9,-0.2,-6,7.0,1,0
O=C(c1cnsn1)N1CCN(c2ccccc2)CC1,3,7,1.8,4,-12,/,13,2.8,-2,-3
CCOC(=O)c1ccccc1NC(=O)CSc1ccc(-c2cccnc2)nn1,3,-35,37,-1,3&-10,2.4,6,2.2,-1,3
O=C(NCCCn1ccnc1)/C(=C\c1ccccc1F)NC(=O)c1ccccc1,0,7,-4.7,-6,16,-0.2,-1,2.4,-3,0
COc1ccc(-c2nc(CN3CCC(C(=O)N4CCOCC4)CC3)c(C)o2)cc1OC,-1,21,1.6,-2,-1,i,4,0.6,16,-11
NC(=O)C1CCN(C(=O)CCn2c(=O)oc3ccccc32)CC1,0,/,-1.2,/,-6,-0.4,0,1.7,-23,-12
COC(=O)c1[nH]c2cc(C)ccc2c1NC(=O)CN1CCc2cc(OC)c(OC)cc2C1,4,6,1.2,-5,15,i,6,-0.3,5,-3
O=C(O)C1=C(OCc2ccccc2)C(=O)NCC1,4,12,/,3,-7,1.8,-2,2.2,-21,-1
CN(Cc1ccccc1Cl)C(=O)CNC(=O)C12CC3CC(CC(C3)C1)C2,0,/,3.5,/,-3,-2.8,-4,2.6,5,3
COc1ccc(C(=O)NCCCN2CCN(CCCNC(=O)c3ccc(OC)c(OC)c3)CC2)cc1OC,-2,/,-0.3,/,-17,-1.2,2,/,5,/
O=C(NCc1ccc(F)cc1)c1cc(C2CCCCN2S(=O)(=O)c2ccc(F)cc2F)on1 (centres undefined),-3,/,-1.2,/,/,-0.4,7,/,/,/
CCN(CC)C(=O)[C@H]1CC(CC(=O)NCc2cccc(C(F)(F)F)c2)C(=O)N2CCc3c([nH]c4ccc(OC)cc34)[C@]12C (some centres undefined),-2,/,-0.7,/,9,i,4,/,2,/
COc1ccc(N=C2S/C(=C\c3cc(C)n(C)c3C)C(=O)N2C)cc1,0,6,-0.3,-3,39*,-5.9,3,0.4,5,0
NC(=O)Cn1nc2sc3ccccc3n2c(=O)c1=O,/,14,/,1,/,/,/,2.3,/,1
COc1ccc(-c2cn3c(C)c(C(=O)N4CCN(c5ccccc5F)CC4)sc3n2)cc1,0,29,0.7,-6,0,-0.3,2,3.9,-9,-4
COc1cccc(NC(=O)Cn2c(-c3cncs3)nc3ccccc32)c1,1,9,-0.6,2,-12,0.0,3,-0.2,5,-8
Cc1cc(C)cc(NS(=O)(=O)c2ccc3[nH]cc(C(=O)NCc4ccco4)c(=O)c3c2)c1,3,13,-3.0,3,2,i,17,2.9,6,-34
C=CCSc1nnc2nc3c(nn12)c1cc(C)ccc1n3CC=C,0,8,-0.9,-7,-2,i,21,1.9,2,0
N#CCC(=O)N/N=C/c1cn(Cc2ccc(Cl)cc2Cl)c2ccccc12,3,-1,-2.1,-2,i,-0.5,11,1.3,8,-5
O=C(NCc1cccs1)c1cc2c(s1)-c1ccccc1OC2,+,12,2.8,1,-8,/,22,-1.0,9,-7
Cc1ccccc1OCC(=O)OCC(=O)Nc1ccc(Cl)cn1,1,/,-0.8,/,-17,5.7,-5,/,2,-2
N/C(=N\N=C\c1ccc(O)c(O)c1)c1nonc1N,-2,18,/,0,/,-0.5,41*,-0.5,6,30
CC1c2cc3c(cc2CCN1C(=O)c1ccc(Cl)cc1)OCCCO3 (centres undefined),-1,-9,3.2,7,-5,-0.2,5,2.0,1,-1
Cc1ccc(Nc2nc(CSc3nnnn3C)cs2)cc1,4,0,0.5,0,-3,-0.3,-7,0.8,8,4
O=C(NNC(=O)c1ccco1)c1cccc([N+](=O)[O-])c1,-3,24,-0.5,-2,-6,-0.6,0,1.5,1,-1
C/C(=N\OCC(=O)Nc1ccccc1Br)c1cccs1,4,0,/,-1,/,i,6,-3.5,-7,-8
CS(=O)(=O)c1ccc(C(=O)Nc2ccccc2Cl)cc1,0,0,-4.9,-2,1,i,7,-1.6,10,2
CC(C(=O)N(C)Cc1cccc(F)c1)N1CCN(S(=O)(=O)c2ccc3c(c2)OCCCO3)CC1 (centres undefined),-2,/,-0.4,/,2,-2.9,2,/,-1,/
COc1ccc(N(CC(=O)Nc2cccnc2)S(=O)(=O)c2ccccc2)cc1OC,7,26,3.1,-1,-3,-1.2,0,-1.1,2,-7
O=C(Nc1ccncc1)c1ccc([N+](=O)[O-])cc1Cl,0,/,0.4,3,-9,1.3,8,-2.7,-10,5
CCN(CC)C(=O)CSc1ncnc2c1nnn2-c1ccc(F)cc1,1,0,0.5,-6,-1,i,-6,0.2,5,7
COc1ccc(NC(=O)CCc2nc(-c3ccccc3F)no2)cc1,0,13,1.9,3,2,-3.6,9,0.1,-2,-4
Cc1ccc(OCC(=O)Nc2ccc(S(=O)(=O)N3CCOCC3)cc2)c(C)c1,2,11,0.2,0,-8,-0.4,-4,/,4,/
O=C(CN1CCc2ccccc2C1)Nc1cccc(S(=O)(=O)N2CCOCC2)c1,4,/,-0.4,/,-5,i,-1,-7.1,7,1
O=C(CSc1ncnc2[nH]ncc12)Nc1cccc(Oc2ccccc2)c1,-1,13,/,2,-3,-0.7,-1,0.8,-28,-13
O=C(CNCc1ccco1)Nc1cc(S(=O)(=O)N2CCOCC2)ccc1N1CCCC1,5,12,-1.8,3,-8,-0.5,18,-1.2,5,9
NC(=S)NNC(=O)C12CC3CC(CC(C3)C1)C2,5,-8,-1.2,-3,-2,-0.4,7,-0.7,-1,0
Cc1ccc(C(=O)NN(CCC#N)C2=NS(=O)(=O)c3ccccc32)cc1,0,-18,/,2,-1,i,8,-1.3,-12,-2

# Reprinted from the entries so far (4 entries):
SMILES,FBA Mtb inh,DUSP3 inh,Mtb BioA inh,SARS 3CLpro inh,SSB-PriA inh,Vc quorum ag,GDH-TPI inh,UGM FP inh,MazF activator,Rv3671c protease
O=C(CSc1ncnc2[nH]ncc12)Nc1cccc(Oc2ccccc2)c1,-1,13,/,2,-3,-0.7,-1,0.8,-28,-13
O=C(CNCc1ccco1)Nc1cc(S(=O)(=O)N2CCOCC2)ccc1N1CCCC1,5,12,-1.8,3,-8,-0.5,18,-1.2,5,9
NC(=S)NNC(=O)C12CC3CC(CC(C3)C1)C2,5,-8,-1.2,-3,-2,-0.4,7,-0.7,-1,0
Cc1ccc(C(=O)NN(CCC#N)C2=NS(=O)(=O)c3ccccc32)cc1,0,-18,/,2,-1,i,8,-1.3,-12,-2

# Going on with the list.
SMILES,FBA Mtb inh,DUSP3 inh,Mtb BioA inh,SARS 3CLpro inh,SSB-PriA inh,Vc quorum ag,GDH-TPI inh,UGM FP inh,MazF activator,Rv3671c protease
CC(=O)N1c2ccccc2S(=O)(=O)c2c1ccc1ccccc21,3,/,/,/,2,/,4,/,9,/
CC1CCc2sc(C(=O)OCC(=O)NCc3ccccc3)cc2C1 (centres undefined),8,18,/,1,-9,-0.1,-1,1.0,1,10
Cc1ccc(OCCC(=O)OCC(=O)Nc2ccc3c(c2)OCCO3)cc1,0,/,/,/,7,-0.7,-11,1.0,-4,-2
CCN(CCNCC(O)COc1ccccc1C(C)C)c1cccc(C)c1 (centres undefined),2,4,0.5,3,35,i,6,1.1,10,0
CC(C)c1ccc(NC(=O)Nc2nc(C(N)C(C)C)cs2)cc1 (centres undefined),1,/,0.3,/,/,i,-5,/,/,/
O=C(NC(Cc1c[nH]c2ccccc12)c1nnc2n1CCCCC2)c1ccccc1Cl (centres undefined),-2,4,0.6,3,-2,-0.5,1,-1.2,-2,2
CN(CC(=O)Nc1nccs1)S(=O)(=O)c1ccc(F)cc1,-3,-5,0.1,0,-8,i,-10,0.8,1,-5
COC(=O)C1=C(C)N(C)C(=O)NC1c1cc2c(cc1[N+](=O)[O-])OCO2 (centres undefined),12,8,/,-1,-4,/,11,0.3,-44,10
COc1ccc(C(=O)NNc2ccccc2)cc1OC,2,10,-0.9,5,-10,i,4,1.2,14,2
O=C1NC(=Nc2ccccc2)S/C1=C\c1ccccc1,0,16,-2.5,-6,5,i,33*,3.0,-10,-9
CCCC(=O)OCC(=O)Nc1ccc2[nH]c(=O)[nH]c2c1,0,3,/,-2,-2,i,7,-3.0,-6,-1
CCNc1ccc(S(=O)(=O)N(C)C)cc1NCC(=O)Nc1ccc(F)c(Cl)c1,5,-2,0.3,-1,1,0.2,0,1.9,20,-2

# Compound activity as filed in PubChem BioAssay.
